# Screening results deposited in PubChem BioAssay by several laboratories.
# Yeast life ext: extends the lifespan of yeast. S. cerevisiae growth with nicotinamide, OD615; deaD strain in restrictive glucose medium. inhibition of the nicotinamide effect, % at 10 µM. actives 0.68% (n = 130,000). AID 775;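 active = inhibition above a set limit, placed 3 SD over the median of all compounds, cut at about 26% in these data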;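 note: 0% = nicotinamide-treated wells and 100% = cells grown without nicotinamide; some compounds called inactive have numbers as strong as hits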
#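 System: DeaD-strain S. cerevisiae / Buffer or medium: CSMM-D, restrictive glucose (dextrose) synthetic minimal medium / Probe or stimulus: nicotinamide, 1.5 mM, co-present with compound / Compound: one concentration, 10 µM, DMSO 0.25% / Incubation: 48 h compound exposure at 30 °C, humidified / Technique: optical density (absorbance) at 615 nm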
# PTEN del growth: suppresses growth of cells with PTEN deletion | actives 1.2% (n = 140,000) | AID 827 | HCT116 PTEN-null viability, CellTiter-Glo, 60 h; active compounds read low | viability, % at 10 µM;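 active = viability at or below a set limit, 4 SD under the median of all tested compounds, cut at about 3.7% in these data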;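 note: PTEN knockout HCT116 line with beta catenin targeted HCT116 as companion control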
# bCat KO growth: beta-catenin-lacking colon tumor cell growth suppression. AID 818. viability, % at 10 µM. actives 1.5% (n = 140,000). HCT116 beta-catenin knockout viability, CellTiter-Glo, 60 h; active compounds read low;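 active = viability at or under a set limit, the compound median less 4 SD, cut at about 6% in these data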;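 note: 0% = Hyamine 1622 control at 20 µM and 100% = untreated cell control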
# NPY Y2 blocker: blocks the human neuropeptide Y Y2 receptor; P49146; NPY-Y2 expressing cells, antagonist mode; inhibition, % at 2.7 µM; actives 0.99% (n = 140,000); in the data active = inhibition above about 17%;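 note: 0% = vehicle with agonist challenge and 100% = reference antagonist with challenge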
# Target sequence (P49146 whole entry, looked up): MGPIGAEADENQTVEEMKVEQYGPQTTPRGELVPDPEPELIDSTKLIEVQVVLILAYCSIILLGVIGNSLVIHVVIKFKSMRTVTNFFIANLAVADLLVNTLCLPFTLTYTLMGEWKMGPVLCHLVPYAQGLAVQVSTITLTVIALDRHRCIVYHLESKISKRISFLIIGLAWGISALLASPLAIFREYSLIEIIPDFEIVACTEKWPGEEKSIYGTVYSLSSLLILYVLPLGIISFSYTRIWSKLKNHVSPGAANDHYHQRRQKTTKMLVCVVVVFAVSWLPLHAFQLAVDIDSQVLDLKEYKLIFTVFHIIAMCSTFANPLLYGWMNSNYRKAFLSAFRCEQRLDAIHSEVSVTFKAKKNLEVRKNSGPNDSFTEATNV
# MRP1 act: activates MRP-1; actives 0.61% (n = 140,000); viability increase, % at 10 µM; H69AR cells + doxorubicin, viability rescue, CellTiter-Glo;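 active = viability gain under doxorubicin at or above a set limit, the compound median plus 3 SD, cut at about 4.7% in these data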;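 note: MRP-1 overexpressing cells given doxorubicin 25 µM after compound pretreatment; 18-22 h compound pretreatment then 72 h with doxorubicin before readout; 0% = doxorubicin-only wells and 100% = vehicle-treated cells without doxorubicin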
# Phagocytosis inh: blocks phagocytosis by macrophages; J774A.1 macrophage IgG-bead phagocytosis, imaging; inhibition, % at 5 µM; actives 0.07% (n = 110,000);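 active = inhibition above the mean of the plate negative controls plus 5 SD, cut at about 13% in these data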;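 note: phagocytic index as fraction of beads internalized from green versus red external bead signal; plate controls were DMSO negative control for no effect and cytochalasin-D positive control for full effect; some results beyond the cut were filed as inactive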
# Measles CPE: protection of cells from measles virus; Measles virus-infected cells, CPE protection, absorbance; protection (pct of control), % at 4 µM; actives 1.5% (n = 140,000); AID 841; in the data active = protection mostly above about 24%, no sharp cut-off; inactive = mostly below about 26%; note: some compounds called inactive have numbers as strong as hits
# E-sel TNF inh: blocks E-selectin expression induced by TNF alpha; HUVEC TNFa-induced E-selectin immunofluorescence, high content; inhibition, % at 2 µM; actives 0.71% (n = 120,000);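 active = inhibition above the batch mean plus 3 SD, and confirmed as a hit on visual image review, cut at about 43% in these data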;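 note: 0% = TNF-stimulated DMSO wells and 100% = unstimulated control wells; not every result past the cut was called active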
# Yeast growth inh: reduces growth of yeast BB579 in restrictive medium. inhibition, % at 10 µM. S. cerevisiae BB579 growth, OD615, 48 h. actives 0.51% (n = 140,000);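 active = inhibition above a set limit, 3 SD over the mean compound inhibition, cut at about 44% in these data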; note: inactives centre near -24
#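 System: Saccharomyces cerevisiae DeaD strain BB579, replicative lifespan model yeast. Buffer or medium: restrictive glucose-based CSMM-D medium. Doses: one dose, 10 µM compound with 0.25% DMSO. Timing: 4 h preincubation and 48 h exposure at 30 °C. Detection: turbidity as optical density at 615 nm. Benchmarks: amphotericin B 10 µg/mL, positive.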
# GALR2 antag: antagonists of human galanin receptor 2 (GALR2) | GALR2-expressing cells, antagonist mode | inhibition, % at 4 µM | actives 0.39% (n = 140,000) | AID 828; in the data active = inhibition above about 27%;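 note: cells stimulated with galanin 1-16 at roughly its EC80; 0% = agonist challenge control and 100% = basal control without agonist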
# Target sequence (O43603 whole entry, looked up): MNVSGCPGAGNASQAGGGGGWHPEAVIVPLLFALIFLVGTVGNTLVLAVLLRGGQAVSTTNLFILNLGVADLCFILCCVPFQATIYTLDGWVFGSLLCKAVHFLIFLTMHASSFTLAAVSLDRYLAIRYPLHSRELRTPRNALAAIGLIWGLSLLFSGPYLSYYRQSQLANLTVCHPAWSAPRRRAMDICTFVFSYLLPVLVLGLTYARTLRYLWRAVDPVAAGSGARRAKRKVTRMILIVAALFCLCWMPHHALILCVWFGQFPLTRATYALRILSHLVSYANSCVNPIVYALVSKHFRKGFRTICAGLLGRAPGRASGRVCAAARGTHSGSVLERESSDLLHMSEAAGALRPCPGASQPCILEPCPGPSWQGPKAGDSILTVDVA
# Starred values were filed as active, the others as inactive; nt = no result given; & = joins results of further samples; ! = not active in a repeat.
SMILES,Yeast life ext,PTEN del growth,bCat KO growth,NPY Y2 blocker,MRP1 act,Phagocytosis inh,Measles CPE,E-sel TNF inh,Yeast growth inh,GALR2 antag
CCOc1ccc(NCc2nnc(SCC(=O)Nc3nc(-c4ccccc4)cs3)n2-c2ccccc2)cc1,0.9,1.0*,1.3*,1.0,-5.0,-12.1,19.6,33.1,-26.1,-4.9
CCOC(=O)CSc1nc(N)c2c3c(sc2n1)CCCC3,-10.2,83.4,86.1,3.7,0.0,-0.9,1.4,6.8,-0.8,-6.7
Cc1nc2ccccn2c1C(=O)N/N=C/c1ccccc1[N+](=O)[O-],-12.0,95.8,96.8,5.8,-0.2,nt,10.2,-15.4,-6.3,-7.5
Fc1ccc(Cn2ccc(-c3cnc(-c4ccccc4)s3)n2)cc1,-8.4,66.5,32.7,0.5,3.7,-0.3,1.0,11.6,-30.4,0.0
CCOC(=O)C1CCN(Cc2ccccc2C)CC1,-2.5,94.1,98.1,2.2,-0.1,0.9,11.2,7.7,-58.9,-9.2
CCN(CCCNC(=O)c1[nH]c(C)c(C(C)=O)c1C)c1ccccc1,-13.0,40.9,27.9,3.4,-1.4,-0.5,4.4,-2.6,-17.4,5.3
NC(Cc1ccc2nonc2c1)C(=O)O (centres undefined),-6.2,104.5,96.8,0.3,-1.3,-0.5,12.6,3.5,-27.4,-7.7
CCC1C/C(=C/c2ccco2)C(=O)/C(=C/c2ccco2)C1 (centres undefined),-3.6,67.0,65.2,2.9,-4.7,-9.1,5.2,-4.4,-51.7,4.3
COc1cc(NC(=O)c2cccnc2Sc2ccc(C)c(C)c2)cc(OC)c1OC,1.1,92.1,89.6,1.9,-0.5,-2.9,4.1,-15.3,-40.4,-24.3
COc1ccc(N(C)C2=NS(=O)(=O)c3ccccc32)cc1,-9.4,23.8,22.6,-2.2,-4.1,0.7,7.3,nt,-38.4,-33.1
Cc1cc(NC(=O)CCCC(=O)NCc2cccs2)no1,-5.1,97.2,99.9,-0.7,-1.9,0.4,11.0,nt,8.2,-14.0
CC(C)CN(C(=O)COC(=O)C12CC3CC(CC(O)(C3)C1)C2)C1CCS(=O)(=O)C1 (centres undefined),-4.9,109.8,101.7,1.8,1.7,-0.8,16.0,nt,-11.2,1.5
O=C(NCCO)C(c1ccccc1)c1ccccc1,-6.2,94.6,85.8,0.8,-1.0,-0.4,2.3,nt,-5.0,6.9
S=C(Nc1ccc(Cl)c(Cl)c1)NC1CCCCC1,-14.3,4.8,7.9,0.1,-5.0,1.4,4.0,nt,-12.9,3.2
Cc1c(/C=N/NC(=O)CNc2ccccc2)c2ccccn2c1C(=O)c1ccc(Cl)cc1,-3.9,52.6,65.2,-0.4,-1.8,-4.9,8.2,nt,-33.3,1.8
O=C(Nc1nnc(COc2ccccc2)s1)C1CCN(S(=O)(=O)c2ccc(Cl)cc2)CC1,-4.0,86.6,88.9,-0.8,-0.2,-1.8,4.3,nt,-13.4,-15.3
Cc1occc1C(=O)N/N=C/C1=C(N2CCOCC2)C(=C\c2ccc(Cl)cc2Cl)/CC1,1.0,69.8,72.2,1.1,-3.7,-3.2,8.7,7.0,-4.3,-1.0
CCCCCCc1nc2ccccc2c(=O)n1NC(=O)c1c(O)c2c(n(CC(C)C)c1=O)CCCC2,-20.1,21.5,19.4,-1.5,-5.2,-1.9,5.5,-22.0,-34.4,-12.7
Cc1cccc(N(CC(=O)Nc2c(C)n(C)n(-c3ccccc3)c2=O)S(C)(=O)=O)c1,-8.3,98.9,92.0,1.7,-1.6,0.9,8.0,15.9,-39.4,-4.0
Cc1nn(-c2ccccc2)c(N2CCCC2)c1/C=N/NC(=S)Nc1cc(C(F)(F)F)ccc1Cl,-0.1,101.2,101.8,1.3,-0.7,-9.1,6.8,16.6,-3.6,-1.0
CSc1ccc(/C=N/NC(=O)CN2CCN(Cc3ccc(C)cc3)CC2)cc1,-1.5,89.9,85.5,6.7,-1.9,2.6,6.5,87.7*,-6.0,-7.2
CSC1=NCCN1C(=O)c1ccc(S(=O)(=O)N(C)C)cc1,-10.5,101.4,101.6,-0.8,-1.6,-0.2,18.9,nt,9.3,-1.0
CC(=O)Nc1ccc(N2C(=O)CC(c3ccccc3)CC2=O)cc1,-12.7,98.0,101.2,0.5,0.1,nt,2.0,23.7,-34.0,-9.4
CCOC(=O)CNC(=O)c1ccc(C#CC2(O)CCCCC2)cc1,2.8,97.9,85.7,3.5,-0.5,-5.5,17.6,nt,-4.2,10.4
CS(=O)(=O)NCCSCc1ccccc1,1.9,98.5,96.3,1.9,-0.4,6.9,0.6,-2.2,-8.8,0.2
SMILES,Yeast life ext,PTEN del growth,bCat KO growth,NPY Y2 blocker,MRP1 act,Phagocytosis inh,Measles CPE,E-sel TNF inh,Yeast growth inh,GALR2 antag
CCNc1nc(OCC)nc(N2CCC(Cc3ccccc3)CC2)n1,1.6,76.6,76.0,1.7,-0.5,-6.0,4.9,-10.0,-0.7,-1.9
Oc1ccccc1/C=N/n1c2ccccc2c2ccccc21,-18.7,91.5,87.7,3.0,-5.5,nt,5.9,-86.8,-13.5,2.4
Cc1ccc(C(=O)C[n+]2cc(-c3ccccc3)n3c2CCCCC3)cc1,5.7&0.7,33.3&47.3,28.6&47.0,24.1*!,-2.2&-1.5,-0.3&-0.4,1.2&20.1,8.7&-1.8,-44.7&11.6,-8.8&1.2
CCOC(=O)c1nnn(CC(=O)Nc2cccc(OC)c2)c1C(=O)OCC,-18.9,106.7,110.0,-1.1,-0.3,1.0,6.3,0.4,-11.1,5.0
Cn1c(SCC(=O)NC(c2ccccc2)c2ccccc2)nnc1-c1cccs1,-2.5,69.4,73.5,3.8,-0.1,nt,7.7,4.0,14.3,-9.8
Cc1ccc2c(c1)c1c3n2CCN=C3CCC1,-3.8,85.3,94.4,9.1,-3.6,-1.1,24.7,nt,-31.1,2.6
CCc1noc(C)c1C(=O)Nc1nc(-c2ccc(Cl)cc2Cl)cs1,-2.5,80.6,85.0,0.5,3.6,-4.0,18.3,nt,-22.0,2.6
C#CCSC1=C(C#N)C(c2cccs2)C(C(=O)OCC)=C(C)N1 (centres undefined),6.1,80.8,58.9,-4.4,-1.8,-0.2,1.4,nt,-49.5,-9.7
O=C(Nc1cnn(Cc2ccccc2)c1)c1nc2ncccn2n1,-3.9,97.3,91.1,0.4,-2.4,1.3,18.2,11.7,-18.1,11.1
Cc1cc(C(=O)OC(C)C(=O)Nc2nc(-c3ccccc3)cs2)c(C)o1 (centres undefined),-4.8,70.8,73.2,3.8,-3.1,-3.1,10.8,-43.0,-17.4,2.9
CC(C)CCNC(=O)c1ccc(C2SCC(=O)N2Cc2ccco2)cc1 (centres undefined),nt,93.5,94.0,0.2,-3.3,nt,11.1,-11.2,-15.7,7.6
COc1ccc([N+](=O)[O-])cc1N(CC(=O)NCC1CCCO1)S(C)(=O)=O (centres undefined),-0.3,99.9,93.8,1.8,-0.6,-0.7,18.6,18.0,-2.0,2.4
Cc1ccc(CN=C2Nc3ccccc3CS2)cc1,6.9,88.6,83.2,4.0,-0.8,nt,16.8,-7.9,-85.2,1.6
N#CCCSc1nc(N2CCOCC2)c2c(c1C#N)CCCC2,-2.8,84.4,87.7,6.7,-3.9,-0.4,4.0,2.5,-44.9,-16.9
COc1ccccc1Oc1ccc2c(c1)C(=O)N(c1cccc(O)c1)C2=O,-17.4,88.3,92.0,5.4,0.9,-0.6,20.2,5.0,-27.2,3.6
Cc1ccc(C)c(NC2=NC3(CCCCC3)N=C(N)N2)c1,nt,93.0,87.6,0.9,-0.8,nt,5.7,-10.3,-4.6,9.6
COc1ccccc1N(CC(=O)NCc1cccnc1)S(C)(=O)=O,1.4,99.2,94.6,-1.1,-2.6,-2.4,21.6,nt,-7.0,-1.8
CN(Cc1nnc(SCC(=O)NCCc2ccccc2)n1C)S(=O)(=O)c1ccccc1,-3.7,89.3,90.5,-0.1,-2.9,0.6,16.3,-17.9,-2.2,-3.4
CCOC(=O)c1c(NC(=S)Nc2ccc(F)cc2)sc2c1CCC2,-2.1,104.3,94.8,-1.7,-1.2,-0.1,25.2,1.5,-45.4,7.0
Cc1sc(NC(=O)CN2CCN(c3ccccn3)CC2)c(C#N)c1C,-9.1,90.3,92.2,1.4,-4.5,nt,5.4,23.7,-20.6,-5.2
CCN1CCN(c2ccc([N+](=O)[O-])cc2C(=O)c2ccc(Cl)cc2)CC1,-1.1,19.7,22.3,22.2*,-4.3,nt,6.7,-10.3,-17.2,-8.3
Cc1nc2sc(C(c3cccc(F)c3)N3CC(C)OC(C)C3)c(O)n2n1 (centres undefined),-5.3,104.3,101.5,-1.9,-0.3,-4.5,0.3,-15.2,-59.9,1.2
CCCSc1cc(NCCOC(C)=O)c([N+](=O)[O-])c2nonc12,1.1,89.0,90.8,3.2,-3.4,-5.5,9.8,48.4,-1.6,4.4
COc1c(C)oc2cc(O)ccc2c1=O,-1.7,90.1,93.6,1.5,-3.3,-2.3,31.1,5.2,-53.8,1.1
Cn1nc(CC(=O)NC2CCCCC2)c2ccccc2c1=O,nt,87.1,86.5,0.4,-0.7,nt,7.2,37.7,-32.1,15.3
SMILES,Yeast life ext,PTEN del growth,bCat KO growth,NPY Y2 blocker,MRP1 act,Phagocytosis inh,Measles CPE,E-sel TNF inh,Yeast growth inh,GALR2 antag
O=C1CC(N2CCN(c3cccc(C(F)(F)F)c3)CC2)C(=O)N1c1ccccc1 (centres undefined),-1.0,115.1,104.5,-3.1,1.3,-1.4,21.8,-36.0,-26.1,1.5
O=C(C1CC1)N1CCc2cc(S(=O)(=O)NCC3COc4ccccc4O3)ccc21 (centres undefined),-3.6,102.2,99.9,10.9,-1.1,nt,2.9,-7.9,-2.7,10.1
O=C(NCc1ccc2c(c1)OCO2)c1c(F)c(F)c(F)c(F)c1F,-22.9,88.0,80.9,7.9,-5.2,-1.4,2.9,17.8,-25.5,-0.1
Cc1c(C(=O)C(C)C)n(C)c2ccccc12,-28.1,88.1,89.2,-0.8,0.9,-1.3,4.4,-3.8,-33.2,7.3
N/C(Cc1ccc(Cl)cc1)=N\OC(=O)c1ccc2ccccc2c1,-3.9,57.3,55.0,6.2,-5.8,0.0,2.3,3.8,-4.7,1.0
O=C(NCCc1ccccc1)c1ccc(Br)o1,-19.2,87.5,92.7,0.6,-1.1,0.5,5.4,nt,-0.4,7.5
COc1cc(-c2cn(S(=O)(=O)c3cccc4nsnc34)nc2N)cc(OC)c1OC,-17.3,65.4,72.4,17.7*,-3.5,-0.5,9.6,21.5,-25.0,4.3
COc1cccc(NC(=O)c2ccncc2)c1,-20.2,91.3,89.1,4.0,-2.5,0.3,7.1,nt,10.8,17.0
Cc1cc(C(=O)OCC(=O)N2CC(C)CC(C)C2)c(C)o1 (centres undefined),-4.8,109.0,99.0,4.1,-3.0,-0.5,13.5,8.5,16.6,-5.2
Cc1cccc(NC(=O)CN2C(=O)CNC2=O)c1,-7.2,106.5,98.4,-0.7,0.1,0.0,12.7,-1.9,-24.9,-2.6
COc1ccccc1CN1C(=O)c2ccncc2C1=O,-7.1,94.8,89.0,3.0,0.1,nt,30.0,nt,-20.0,-4.6
